# Screens as filed in PubChem.
# Mcl1-Bid inh: Mcl-1/Bid interaction inhibition; TR-FRET Mcl-1/Bid-Dy647 peptide binding, 1536-well; inhibition, % at 21.7 µM; 220,000 compounds, 0.97% hits; AID 1021;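 active = compounds that cut the binding signal by more than half at the single screening dose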;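 note: His-tagged Mcl-1 with europium anti-His antibody binding Bid BH3 peptide; 0% = Mcl-1 plus peptide wells and 100% = peptide-only wells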
# Target sequence (Q07820 whole entry, looked up): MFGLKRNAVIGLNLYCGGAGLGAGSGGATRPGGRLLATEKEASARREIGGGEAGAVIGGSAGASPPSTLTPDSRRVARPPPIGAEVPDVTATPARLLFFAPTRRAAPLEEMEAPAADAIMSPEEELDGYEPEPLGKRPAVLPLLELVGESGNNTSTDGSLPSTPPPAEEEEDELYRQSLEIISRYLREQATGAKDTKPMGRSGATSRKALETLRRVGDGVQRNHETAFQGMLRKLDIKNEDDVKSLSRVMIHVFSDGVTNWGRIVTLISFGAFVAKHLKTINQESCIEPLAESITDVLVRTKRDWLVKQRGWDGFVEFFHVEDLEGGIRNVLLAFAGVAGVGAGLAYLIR
# Avidin fluor: avidin bead compound fluorescence profile. Avidin beads, compound fluorescence 488/530 nm, flow cytometry; hits give high values. fluorescence (KMESF) at 10 µM. 220,000 compounds, 0.38% hits. AID 1775; in the data active = fluorescence above about 47; note: inactives centre near 10
# Cdc42 wt GTP: human Cdc42 wildtype GTP binding change, either direction; P60953; percent activity (GTP binding), % at 10 µM; 190,000 compounds, 0.2% hits; AID 761; GST-Cdc42 beads, Bodipy-GTP binding, flow cytometry; actives lie on both sides;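 active = percent activity GTP binding at least 20 points away from the 100% baseline, either down as inhibitor or up as activator; inconclusive = compound flagged as likely green fluorescent from well-wide comparison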;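 note: median bead fluorescence of bound Bodipy-FL-GTP at 100 nM; 0% = excess unlabeled GTP control and 100% = no compound control; below 100% means less GTP binding so inhibitor and above means activator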
# Target sequence (P60953 whole entry, looked up): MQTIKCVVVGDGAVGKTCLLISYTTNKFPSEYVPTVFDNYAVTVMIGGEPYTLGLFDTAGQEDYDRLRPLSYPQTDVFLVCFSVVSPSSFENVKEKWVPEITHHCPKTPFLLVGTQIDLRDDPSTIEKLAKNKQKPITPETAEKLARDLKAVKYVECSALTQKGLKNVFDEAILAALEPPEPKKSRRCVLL
# HRas wt GTP: changes GTP binding to wildtype human HRas | GST-Ras wt beads, Bodipy-FL-GTP binding, flow cytometry; actives lie on both sides | 190,000 compounds, 0.14% hits | P01112 | GTP binding activity, % at 10 µM | AID 759;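 active = GTP binding activity at least 20% away from the 100% baseline, either lowered as inhibitor or raised as activator; inconclusive = flagged as likely green fluorescent, judged across all proteins in the well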;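 note: 0% = unlabeled GTP competition control and 100% = no-compound control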
# Target sequence (P01112 whole entry, looked up): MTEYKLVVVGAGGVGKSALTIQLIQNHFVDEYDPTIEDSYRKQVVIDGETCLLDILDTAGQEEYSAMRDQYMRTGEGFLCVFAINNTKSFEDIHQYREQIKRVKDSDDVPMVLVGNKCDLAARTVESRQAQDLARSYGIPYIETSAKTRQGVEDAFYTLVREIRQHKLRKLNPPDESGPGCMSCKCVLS
# Rab2A wt mod: changes GTP binding to wildtype dog Rab2A, up or down. GST-Rab2 wt beads, Bodipy-GTP binding, flow cytometry. 190,000 compounds, 0.19% hits. P61105. GTP binding activity, % at 10 µM;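 active = GTP binding activity at least 20 points away from 100%, either lowered or raised; inconclusive = signal likely due to the compound's own green fluorescence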;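 note: 0% = beads with excess unlabeled GTP and 100% = no-compound control corrected for plate trend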
# Bim-Mcl-1: human Bim-Mcl-1 interaction inhibition; inhibition, % at 10 µM; AID 1009; Q07820; Bead-based flow cytometry, Bim peptide-Mcl-1 binding; 190,000 compounds, 0.1% hits; in the data active = inhibition above about 40%;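 note: 0% = no compound tracer wells and 100% = peptide blocker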
# Mcl1-Noxa inh: Mcl-1/Noxa interaction inhibition | Q07820 | 220,000 compounds, 1.5% hits | inhibition, % at 21.7 µM | TR-FRET Mcl-1/Noxa peptide binding, 2 h | AID 1022;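 active = compounds that cut the protein-peptide binding signal by more than 50% relative to plate controls in a single-dose test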;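 note: His-tagged Mcl-1 with rhodamine Noxa BH3 peptide and terbium anti-His antibody; 0% = Mcl-1 plus Noxa peptide wells and 100% = peptide-only wells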
# Pf gametocyte: P. falciparum stage V gametocyte viability inhibition; P. falciparum stage V gametocytes, ATP luminescence, 24 h; inhibition, % at 10.9 µM; 150,000 compounds, 0.065% hits; AID 743093;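 active = inhibition above the mean plus 3 SD of compounds within the control limits, set per campaign, cut at about 38% in these data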;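 note: 0% = DMSO wells and 100% = medium only without gametocytes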
# Rac1 wt GTP bind: modulators of human Rac1 wildtype GTP binding; P63000; GST-Rac1 beads, fluorescent GTP binding, flow cytometry; actives lie on both sides; 0 = cold GTP competed, 100 = untreated; GTP binding activity (% of control), % at 10 µM; 190,000 compounds, 0.27% hits; AID 757;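 active = GTP binding activity at least 20 points away from the 100% control level, either lower or higher; inconclusive = compound flagged as likely green fluorescent, judged across all proteins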
# Rab7 wt modul: dog Rab7 wildtype GTP binding, inhibitors and activators | 190,000 compounds, 0.055% hits | GTP binding activity (percent of control), % at 10 µM | GST-Rab7 beads, fluorescent GTP binding, flow cytometry; actives lie on both sides; untreated = 100%, excess cold GTP = 0%;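 active = fluorescent GTP binding to Rab7 beads changed by at least 20 points from the 100% baseline, either direction, mostly lower; inconclusive = compound itself probably fluorescent, or too few beads counted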;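 note: median green fluorescence of bound Bodipy-FL-GTP per Rab7 bead population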
# Rac1 mut GTP: alters GTP binding to activated mutant human Rac1. GST-Rac1 activated beads, fluorescent GTP binding, flow cytometry; actives lie on both sides; 100% means binding = to untreated wells. 190,000 compounds, 0.11% hits. P63000. AID 764. percent activity (GTP binding), % at 10 µM;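 active = GTP binding at least 20 percentage points away from the 100% baseline, in either direction, so actives lie on both sides; inconclusive = Compound likely fluorescent itself, or too few beads counted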
# Active calls of the source: *; ? = inconclusive; . = not tested or not shown. An excerpt, so the mix of outcomes need not match the whole.
SMILES,Mcl1-Bid inh,Avidin fluor,Cdc42 wt GTP,HRas wt GTP,Rab2A wt mod,Bim-Mcl-1,Mcl1-Noxa inh,Pf gametocyte,Rac1 wt GTP bind,Rab7 wt modul,Rac1 mut GTP
CCCCN=Cc1c(O)n(-c2c(C)cc(C)cc2C)c(=O)[nH]c1=O,-23,16,105,99,100,-1,-2,-15,104,98,104
CN(C)C(=O)Oc1ccc2ccccc2c1Cl,2,36,103,101,103,-1,4,-12,102,96,100
CCOc1cccc(OCC)c2c(C)[n+](CC3CCCO3)c(C)c1-2 (configuration not stated),36,3,104,104,102,-3,27,.,107,99,100
CCOC(=O)C1=C(N)OC2=C(C(=O)CCC2)C12C(=O)N1c3c(ccc(C)c32)C(C)=CC1(C)C (configuration not stated),3,37,104,102,103,-1,2,.,109,101,103
CCN(CC)C(=O)c1ccc(NC(=O)CSc2nnnn2-c2cc(OC)ccc2OC)cc1,14,14,103,104,102,-10,0,.,103,105,97
CC/C(=N\N1CCCCCC1)c1c(O)n(-c2ccc(C)cc2)c(=O)[nH]c1=O,-2,4,97,94,94,3,8,.,97,97,94
O=c1c2cc(Cl)cc(Cl)c2nc(CN2CCOCC2)n1-c1ccccc1F,-14,16,104,99,99,-2,3,.,104,102,99
COc1ccc(NC(=S)NC(NC(=O)CF)C(Cl)(Cl)Cl)c([N+](=O)[O-])c1 (configuration not stated),-48,0,100,100,101,1,9,-10,108,97,102
O=C1c2ccccc2C(=O)N1Cc1nc2ccccc2c(=O)n1-c1ccccn1,-8,10,101,99,99,-1,0,-23,101,100,97
CCCCn1c(O)c(C=Nc2c(C)n(C)n(-c3ccccc3)c2=O)c(=O)[nH]c1=O,-36,8,105,101,101,2,8,.,107,101,101
NC(CC(=O)O)C1CCCCC1 (configuration not stated),-6,9,100,98,97,0,-2,.,103,95,96
COCCOC(=O)c1c(N)n(Cc2ccc(OC)cc2)c2nc3ccccc3nc12,17,36,99,100,98,-10,13,6,104,98,99
Cc1c(N=Cc2c(O)n(Cc3ccccc3)c(=O)[nH]c2=O)c(=O)n(-c2ccccc2)n1C,-4,5,105,100,100,0,-3,25,105,98,101
CCN(CC)CCN=Cc1c(O)n(CCC2=CCCCC2)c(=O)[nH]c1=O,-21,15,102,99,99,1,13,.,103,97,100
CSc1ccc(CNC(C)C(O)c2ccccc2)cc1 (configuration not stated),1,10,94,94,91,-5,23,16,94,92,98
CCc1sc(C(=O)N2CCC3(CC2)OCCO3)cc1Br,-1,8,103,103,102,-5,8,.,103,102,99
N=C1SCC(=O)N1Cc1ccccc1,0,9,96,98,100,-1,15,17,102,96,95
CCN1CC2([N+](=O)[O-])CC=C(Cl)C([N+](=O)[O-])(C1)C2 (configuration not stated),-18,8,96,97,97,3,4,.,95,103,96
CNCC(O)c1ccc(O)cc1 (configuration not stated),-5,.,102,97,96,-2,11,.,104,98,97
Nc1ccc([As](=O)(O)O)cc1,1,8,99,98,102,-4,7,.,100,98,99

# Rewritten with two lines to a compound: part of the list above
# Results follow in this order: Mcl1-Bid inh	Avidin fluor	Cdc42 wt GTP	HRas wt GTP	Rab2A wt mod	Bim-Mcl-1	Mcl1-Noxa inh	Pf gametocyte	Rac1 wt GTP bind	Rab7 wt modul	Rac1 mut GTP
Cc1c(N=Cc2c(O)n(Cc3ccccc3)c(=O)[nH]c2=O)c(=O)n(-c2ccccc2)n1C
    -4	5	105	100	100	0	-3	25	105	98	101
CN(C)C(=O)Oc1ccc2ccccc2c1Cl
    2	36	103	101	103	-1	4	-12	102	96	100
COCCOC(=O)c1c(N)n(Cc2ccc(OC)cc2)c2nc3ccccc3nc12
    17	36	99	100	98	-10	13	6	104	98	99

# Later entries
SMILES,Mcl1-Bid inh,Avidin fluor,Cdc42 wt GTP,HRas wt GTP,Rab2A wt mod,Bim-Mcl-1,Mcl1-Noxa inh,Pf gametocyte,Rac1 wt GTP bind,Rab7 wt modul,Rac1 mut GTP
CCN(CC)CC(=O)Nc1ccc(Cl)cc1C(=O)c1ccccc1,0,8,103,102,101,-3,-3,3,106,101,101
COc1ccc(N2C(=O)CC(=O)NC2=O)cc1,-10,7,101,101,101,-1,6,-4,102,101,101
Cc1nn(Cc2ccccc2)c(Cl)c1C(=O)OCC(=O)N1CCCC1,-7,5,95,99,101,0,-2,.,99,108,97
COC(=O)c1ccccc1-n1c(C)nc2ccccc2c1=O,-1,20,96,96,96,0,5,.,96,101,97
O=C(N/N=C/c1c(O)n(CCC2=CCCCC2)c(=O)[nH]c1=O)c1ccccc1,-97,14,96,97,98,-3,-62,-1,101,99,97
CCc1c(C)nc(N)nc1N1N=C1SC(C(C)=O)C(C)=O,-32,11,93,92,93,3,14,-21,91,91,93
CC(C)OC(=O)c1c(N)n(Cc2ccco2)c2nc3ccccc3nc12,0,20,103,99,96,0,39,-2,102,96,99
C=CCN1C(=O)NC(=O)C(Cc2ccc(OC)c(OC)c2)C1=O (configuration not stated),-34,9,101,101,100,-1,-5,.,101,102,99
CC(C)OCCCNC(=O)c1c(N)n(CC2CCCO2)c2nc3ccccc3nc12 (configuration not stated),.,10,102,101,100,4,.,-1,101,99,98
CN(C)C(=O)Oc1ccc(Cl)c2ccccc12,-17,7,?,?,?,-1,6,2,?,?,?
CCOc1cc(C2NCc3ccccc3-n3cccc32)ccc1O (configuration not stated),1,11,101,99,100,-6,11,-31,106,102,100
CC(C)C(=O)NC(Oc1ccccc1Cl)C(Cl)(Cl)Cl (configuration not stated),-7,11,97,98,99,0,2,.,101,108,97
CC1(C)CN=C(Nc2ccc(F)c(F)c2)S1,-7,6,103,96,98,4,-10,.,101,96,97
Cc1c(C(=O)N2CCC3(CC2)OCCO3)sc2ncnc(N3CCc4ccccc4C3)c12,-3,5,98,97,97,3,-16,19,95,97,94
Cn1cc(C(=O)N2CCOCC2)c2ccccc21,-26,11,97,97,97,-2,-8,-22,97,92,97
CCC(CC)C(=O)NC1CCSC1=O (configuration not stated),-6,14,99,101,101,1,-2,.,102,101,99
O[C@H]1[C@H](O)[C@@H](O)CN2CC[C@H](O)[C@H]12,-2,8,101,99,99,-1,-5,.,101,97,102
COc1cc2[nH]c(=O)n(-c3ccccc3)c(=O)c2cc1OC,15,20,95,94,96,-2,-20,-30,96,92,94
CC(C)CCC1(CN2CCCC2=O)C(=O)NC(=O)NC1=O,-2,14,104,103,100,0,-12,.,102,99,101
CC(C)Nc1nc(Cl)nc(NC(C)C)n1,6,13,102,101,102,-3,12,2,106,98,101

# Record cards (already shown):
# Entry for COC(=O)c1ccccc1-n1c(C)nc2ccccc2c1=O = Mcl1-Bid inh: -1; Avidin fluor: 20; Cdc42 wt GTP: 96; HRas wt GTP: 96; Rab2A wt mod: 96; Bim-Mcl-1: 0; Mcl1-Noxa inh: 5; Pf gametocyte: .; Rac1 wt GTP bind: 96; Rab7 wt modul: 101; Rac1 mut GTP: 97
# Entry for N=C1SCC(=O)N1Cc1ccccc1 = Mcl1-Bid inh: 0; Avidin fluor: 9; Cdc42 wt GTP: 96; HRas wt GTP: 98; Rab2A wt mod: 100; Bim-Mcl-1: -1; Mcl1-Noxa inh: 15; Pf gametocyte: 17; Rac1 wt GTP bind: 102; Rab7 wt modul: 96; Rac1 mut GTP: 95
# Entry for CC(C)C(=O)NC(Oc1ccccc1Cl)C(Cl)(Cl)Cl (configuration not stated) = Mcl1-Bid inh: -7; Avidin fluor: 11; Cdc42 wt GTP: 97; HRas wt GTP: 98; Rab2A wt mod: 99; Bim-Mcl-1: 0; Mcl1-Noxa inh: 2; Pf gametocyte: .; Rac1 wt GTP bind: 101; Rab7 wt modul: 108; Rac1 mut GTP: 97

# New compounds follow.
SMILES,Mcl1-Bid inh,Avidin fluor,Cdc42 wt GTP,HRas wt GTP,Rab2A wt mod,Bim-Mcl-1,Mcl1-Noxa inh,Pf gametocyte,Rac1 wt GTP bind,Rab7 wt modul,Rac1 mut GTP
O=c1[nH]c(=O)n(CCc2ccc(F)cc2)c(O)c1C=NCCCN1CCOCC1,-29,10,104,104,101,0,1,.,108,100,102
OC1/C(=C/c2ccc(Cl)cc2Cl)N2CCC1CC2 (configuration not stated),-30,5,97,98,98,-3,-8,7,96,101,96
Cc1cc(C)n2nc(SCC(=O)N3CCC4(CC3)OCCO4)nc2n1,-8,8,103,102,102,-5,-1,.,108,100,100
O=C(c1ccc(Br)cc1)C12CN3CN(CN(C3)C1)C2,-8,9,103,103,104,-1,7,.,106,106,98
CN1C(=O)N(C)C(=O)C2(Cc3c(ccc4ccccc34)N(C)C2)C1=O,-74,25,86,96,91,-1,51*,.,86,96,79*
CC(=NCCC1=CCCCC1)c1c(O)n(C)c(=O)n(C)c1=O,1,6,96,97,96,3,14,2,98,93,96
Cc1ccc(N)c(C(=O)c2ccc(Br)cc2)c1,-9,9,94,97,98,-1,-7,-3,95,103,94
N#CC(C#N)=Cc1ccc(-c2ccccc2)o1,-53,4,100,98,95,-3,18,.,101,98,101
CC(C(=O)c1c[nH]c2ccccc12)N1CCc2ccccc2C1 (configuration not stated),-52,5,100,99,98,-2,-8,.,100,94,97
Cc1[nH]c2c(C(F)(F)F)cccc2c1CCN,-21,9,107,106,104,-3,17,2,114,103,102
CCC(=NCc1ccco1)c1c(O)[nH]c(=O)[nH]c1=O,-27,9,99,99,100,0,-2,.,100,100,97
Cc1ccc(S(=O)(=O)N2CCC(C(=O)N3CCC4(CC3)OCCO4)CC2)cc1,-16,15,103,103,102,1,13,.,99,104,95
CCN1CCN(c2ccc(N)cc2C)CC1,-46,12,99,96,97,0,24,.,98,96,95
CC1(C)OC(c2ccccc2)=C/C(=C/C=C2C(=O)NC(=S)NC2=O)O1,-24,15,88,89,88,26,-30,.,85,89,89
O=C(Cn1c2c(c(-c3ccccc3Cl)cc1=O)CCC2)N1CCC2(CC1)OCCO2,-6,7,95,95,93,1,13,.,91,91,92
O=C1C2CCCN2C(c2cccnc2)N1c1nccs1 (configuration not stated),44,10,103,101,101,-2,34,.,102,98,97
CN(C)C(=O)Oc1ccnc2cc(Cl)ccc12,-15,13,94,97,96,-3,-1,13,97,98,95
CCOC(=O)C1C(=O)NC2(C)CC1c1cc(OC)ccc1O2 (configuration not stated),5,41,97,99,98,-2,-7,.,104,101,98
Cc1ccnc(-n2c(C)cc(C=C3C(=O)N(C)C(=S)N(C)C3=O)c2C)c1,7,11,98,100,99,-2,2,.,106,102,98
CCOC(=O)C1=C(C)OC(N)=C(C(=O)OC)C12C(=O)Nc1ccc(Br)cc12 (configuration not stated),-12,25,104,100,99,-2,1,8,107,97,99
COc1ccc(/C=C/C2=CCN(C)CC2)cc1,-44,10,99,98,100,0,-4,.,101,98,98
